# Rtt109 HAT inh – inhibitors of C. albicans Rtt109/Vps75 HAT, primary screen, biochemical, ThioGlo CoA-SH fluorescence, plate reader; purified Rtt109/Vps75, 4 h; inhibition, % at 34.9 µM; 330,000 tested, 0.16% active; AID 540336, 2011;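 active means inhibition of at least 50% in every replicate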
# Keap1-Nrf2 PPI – Keap1-Nrf2 protein-protein interaction inhibitors, primary screen, biochemical, fluorescence polarization, single point; Kelch-like ECH-associated protein 1 (Homo sapiens), Q14145; Keap1 Kelch-Nrf2 peptide fluorescence polarization, 1536-well; inhibition, % at 9.4 µM; 340,000 tested, 0.15% active; in the data active means inhibition above about 12%;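 further: human Keap1 Kelch domain with fluorescein labeled Nrf2 9mer peptide probe; 0% = neutral control wells and 100% = peptide positive control; higher means more block of Keap1 binding to Nrf2 peptide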
# Target sequence (Q14145 whole entry, looked up, the tested form may be a part): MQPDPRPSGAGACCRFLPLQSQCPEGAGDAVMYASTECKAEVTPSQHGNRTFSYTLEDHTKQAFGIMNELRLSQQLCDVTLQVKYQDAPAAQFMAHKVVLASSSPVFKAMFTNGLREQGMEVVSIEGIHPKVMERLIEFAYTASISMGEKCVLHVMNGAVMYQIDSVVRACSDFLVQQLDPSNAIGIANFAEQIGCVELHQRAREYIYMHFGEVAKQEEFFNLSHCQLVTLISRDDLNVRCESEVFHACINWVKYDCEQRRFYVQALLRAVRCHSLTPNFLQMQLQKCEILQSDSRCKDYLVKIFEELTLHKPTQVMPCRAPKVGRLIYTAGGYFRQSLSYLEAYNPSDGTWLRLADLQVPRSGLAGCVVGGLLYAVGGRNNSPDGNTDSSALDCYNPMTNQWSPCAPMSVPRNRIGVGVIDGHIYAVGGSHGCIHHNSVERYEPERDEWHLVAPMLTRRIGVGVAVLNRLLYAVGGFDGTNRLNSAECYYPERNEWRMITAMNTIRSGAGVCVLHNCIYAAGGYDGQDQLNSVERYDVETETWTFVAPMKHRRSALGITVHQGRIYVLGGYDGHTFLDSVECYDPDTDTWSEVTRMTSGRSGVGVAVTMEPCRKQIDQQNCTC
# DAGLB inhibitor – DAGLB lipase inhibitors, primary screen, biochemical, fluorescence, HTS; HEK293T DAGLB membrane lysate, EnzChek fluorogenic substrate; Diacylglycerol lipase-beta (Homo sapiens), Q8NCG7; AID 504411, 2011; 340,000 tested, 0.059% active; inhibition, % at 5.17 µM; in the data active means inhibition above about 34%;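 further: 0% = enzyme with vehicle and 100% = wells lacking enzyme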
# Cardiac RTF inh – cardiac RTF calcium sensitivity inhibitors, primary screen, biochemical, IANBD-TnC fluorescence, EC70 calcium; 340,000 tested, 0.12% active; IANBD-labeled cardiac RTF, Ca2+ fluorescence; inhibition, % at 7.15 µM;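 active means inhibition above the mean inhibition of all tested compounds plus 3 SD, cut at about 17% in these data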;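 further: assay run at fixed EC70 calcium of 1.6 mM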
# CAL PDZ FP-1 – CAL PDZ peptide-binding inhibitors, primary screen, biochemical, fluorescence polarization, Cer-tagged CAL PDZ, HTS; Golgi-associated PDZ and coiled-coil motif-containing protein (Homo sapiens), Q9HD26; purified CAL PDZ, TMR-peptide fluorescence polarization, 1 h; inhibition, % at 20 µM; 330,000 tested, 0.02% active; AID 504414, 2011;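 active means highest replicate inhibition of at least 40%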;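 further: plate controls were DMSO neutral control wells for no effect and unlabeled competitor peptide control wells for full effect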
#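 Material: tagged CAL PDZ domain; buffer or medium: 25 mM sodium phosphate pH 7.4, 150 mM NaCl, TCEP, IgG, Thesit; compound dosing: single point, 20 µM; schedule: 1 h incubation at room temperature before polarization reading; measured by: FP readout, S and P plane fluorescence; read-out basis: percent inhibition from loss of millipolarization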
# SR-BI DiI-HDL act – activators of SR-BI mediated DiI-HDL uptake, primary screen, ldlA[mSR-BI] CHO cells, DiI fluorescence. 320,000 tested, 0.096% active. activation, % at 12.5 µM. AID 504775, 2011. 3 h; 100 = double the neutral-control signal;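 active means mean replicate activation of at least 60% and every replicate at or above 60%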;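 further: 0% = median plate neutral-control signal and 100% = twice that signal; values of inactives mirror those of a sister screen read the other way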
#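 material = CHO ldlA[mSR-BI] cells | medium = Ham's F12 with 0.5% BSA, HEPES 25 mM, pH 7.4 | reagent = fluorescent DiI-HDL, 10 µg/mL final | compound dosing = single-point compound dose | incubation = 3 h, 37 °C | measured by = bottom-read fluorescence, 550/595 nm | measure = HDL uptake via cellular fluorescence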
# LANA DNA inh – inhibitors of KSHV C-LANA binding to DNA, primary screen, biochemical, fluorescence polarization, FAM-LBS DNA, MBP-C-LANA, single point | inhibition, % at 9 µM | 340,000 tested, 0.078% active | Kaposi's sarcoma herpesvirus LANA C-terminal domain (residues 932-1162) DNA binding;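 active means highest replicate inhibition at or above 60% at 9 µM, even if other replicates fall short; inactive means all replicates below 60% inhibition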;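 further: 0% = neutral control wells and 100% = 4 µM acridine orange control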
# PKA-R2B act – activators of PKA-R2B holoenzyme, primary screen, biochemical, fluorescence polarization, Cy5-IP20, human | activation, % at 11.4 µM | cAMP-dependent protein kinase catalytic subunit beta (Homo sapiens) + cAMP-dependent … | PKA-R2B holoenzyme dissociation; R2B truncated from residue 108, S112A mutant; 0% DMSO only, 100% 113 µM cGMP | 340,000 tested, 0.079% active;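 active means activation above a cutoff set at the mean over all compounds plus 3 SD, cut at about 18% in these data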;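 further: higher means more holoenzyme dissociation and a rise in polarization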
# Target sequence (P31323 whole entry, looked up, other chains not shown, the tested form may be a part): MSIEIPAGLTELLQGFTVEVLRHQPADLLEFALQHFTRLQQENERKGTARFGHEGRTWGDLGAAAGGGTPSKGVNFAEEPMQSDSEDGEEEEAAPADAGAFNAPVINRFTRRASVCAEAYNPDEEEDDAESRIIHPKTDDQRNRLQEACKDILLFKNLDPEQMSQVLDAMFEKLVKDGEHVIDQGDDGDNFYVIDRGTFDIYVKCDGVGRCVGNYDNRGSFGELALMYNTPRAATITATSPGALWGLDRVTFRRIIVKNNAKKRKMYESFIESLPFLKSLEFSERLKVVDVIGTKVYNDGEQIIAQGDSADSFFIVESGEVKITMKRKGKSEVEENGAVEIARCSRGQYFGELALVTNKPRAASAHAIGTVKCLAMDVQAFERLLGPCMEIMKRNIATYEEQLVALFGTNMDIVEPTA
# RTF Ca sens act – cardiac RTF calcium sensitivity activators, primary screen, biochemical, IANBD-TnC fluorescence, EC20 calcium; Troponin I, cardiac muscle (Homo sapiens) + Troponin T, cardiac muscle (Homo sapiens) + …; IANBD-labeled TnC RTF fluorescence at EC20 calcium; 0% EC20 calcium, 100% full calcium; activation, % at 7.2 µM; 340,000 tested, 0.24% active;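 active means activation above the mean over all tested compounds plus 3 SD, cut at about 30% in these data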;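 further: rise in fluorescence read as greater calcium sensitivity of cardiac thin filaments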
# CAL PDZ FP-2 – untagged CAL PDZ binding inhibitors, primary screen, biochemical, fluorescence polarization, HTS. inhibition, % at 24.9 µM. 300,000 tested, 0.92% active. AID 602252, 2012. purified CAL PDZ, TMR-peptide fluorescence polarization, 1 h;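 active means mean inhibition of at least 30% with at least half of replicates also reaching 30%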;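 further: 0% = DMSO neutral control and 100% = excess unlabeled competitor peptide PRC23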
# * hit, by the source's call; x = no result given.
no.	Rtt109 HAT inh	Keap1-Nrf2 PPI	DAGLB inhibitor	Cardiac RTF inh	CAL PDZ FP-1	SR-BI DiI-HDL act	LANA DNA inh	PKA-R2B act	RTF Ca sens act	CAL PDZ FP-2	SMILES
1	13	4	2	-3	1.4	-16	-0.7	10	-5	0	O=C(C[n+]1ccc(C(=O)N/N=C/c2ccc(O)cc2)cc1)c1ccccc1
2	-22	-2	5	1	-0.4	x	0.7	0	-2	-2	O=C(NNC(=O)c1ccc2ccccc2c1O)NC1CCCCC1
3	5	-4	-2	5	0.0	25	-0.2	-21	-8	-3	CC(C)(C)C1CCC(=O)C(C2(O)C(=O)Nc3ccccc32)C1 (stereo not given)
4	2	-2	0	-1	-0.4	22	1.8	2	2	0	CC1CCCC(C)N1C(=O)COC(=O)c1ccco1 (stereo not given)
5	-10	1	-1	3	-1.4	-10	-8.2	-7	1	-3	C/C(=C\C(=O)c1ccccc1)Nc1ccc(Br)c(Cl)c1
6	24	1	1	2	-0.4	4	1.4	-15	1	x	COc1cc(C2C3=C(CCCC3=O)Nc3[nH]n(-c4ccccc4)c(=O)c32)ccc1O (stereo not given)
7	-2	-1	-2	3	-2.0	24	-3.2	-13	-3	-2	CCC1(c2ccc(F)cc2)NC(=O)N(CC(=O)NCc2ccc(C)cc2)C1=O (stereo not given)
8	12	-2	1	-5	-1.6	11	0.1	-18	4	2	COCC(=O)N(CCc1ccc(OC)c(OC)c1)Cc1nc2ccccc2c(=O)[nH]1
9	5	7	-6	-4	-1.5	-51	2.1	-2	-6	3	Cc1cc(NC(=O)c2ccoc2C)ccc1Br
10	2	-5	3	2	0.3	12	1.6	-9	14	1	C/C(CC(=O)Nc1ccc(N(C)C)cc1)=N\NC(=O)Cc1csc(N)n1
11	-2	0	-5	-10	-2.1	-1	-1.9	3	-6	-1	CC(C)CCOc1ccc(C(=O)NCC(c2ccco2)N(C)C)cc1 (stereo not given)
12	0	-10	-2	-1	-0.6	x	-0.3	1	1	-3	CC(C)(C)S(=O)N1Cc2cc(CO)cc(-c3ccccc3)c2[C@@H]1CCO (stereo not given in full)
13	-1	-2	0	-2	0.6	20	1.0	-5	-1	1	CCOC(=O)[C@H]1[C@H]2COc3cc(OC)ccc3[C@@H]2N2C(=O)CN(CC3CCCO3)C(=O)[C@@]12C (stereo not given in full)
14	-1	2	1	-2	-1.6	-3	-1.3	11	-3	10	CN(C)c1ccc(CN(C(=O)c2ccccc2Br)C2CCS(=O)(=O)C2)cc1 (stereo not given)
15	-6	4	-6	-4	-0.6	-19	-0.5	-1	-1	4	COc1ccccc1NC(=O)COC(=O)c1ccccc1OCC(=O)Nc1ccc(SC(F)F)cc1
16	9	2	-1	1	-0.6	-24	-1.5	-2	-4	1	O=C(Nc1ccccc1N1CCN(C(=O)c2ccccc2)CC1)c1cc2ccccc2o1
17	-15	0	1	-5	-0.2	33	1.5	3	7	x	CCOC(=O)C1CCCN(S(=O)(=O)c2ccc3c(c2)C(C)(C)C(=O)N3C)C1 (stereo not given)
18	-13	-1	-6	-7	-0.6	14	-1.1	0	2	0	CCOC(=O)c1ccc(NC(=O)CSc2ncccn2)cc1
19	1	1	1	1	-1.7	18	1.6	-1	0	-3	Cn1c(=O)oc2cc(S(=O)(=O)N3CCC(C(=O)N4CCN(c5ccc(F)cc5)CC4)CC3)ccc21
20	2	3	1	-8	-0.6	23	3.7	-10	0	-4	COCCN=C1N[C@@H](c2ccccc2)C(C(=O)OC)=C(C)N1Cc1ccccc1
21	0	0	0	-5	-2.7	11	-1.9	5	-2	-1	O=C(NC1CC1)C(=O)c1c[nH]c2ccccc12
22	-3	2	0	-4	-1.5	23	0.2	1	7	-15	CCc1ccc2c(COn3nnc4ccc(S(=O)(=O)N(C)C)cc43)cc(=O)oc2c1
23	-5	5	-2	-5	0.3	14	-1.4	-11	-1	-3	NC(=O)NNC(=S)Nc1cccc2ccccc12
24	0	-4	-2	5	-0.5	16	-2.2	1	3	7	CCCN(CC(=O)Nc1ccccc1OC)C(=O)CCC(=O)c1ccc(F)cc1
25	-1	-7	-2	-2	-3.5	16	0.3	0	9	-2	O=C(NCCS(=O)(=O)NCCc1ccccc1)c1ccccc1
26	8	-3	x	x	0.5	-7	0.5	x	x	7	O=C(O)c1ccccc1/C=N/N1CCN(C2c3ccccc3-c3ccccc32)CC1
27	x	-4	0	3	0.1	31	1.1	0	-13	-5	Cc1ccc(OCC(=O)NCCN2CCCC2)cc1
28	-6	-3	3	-7	-1.9	-20	1.2	1	10	-8	CC(=O)N1c2ccccc2C(C)(C)C2CCC(C)CC21 (stereo not given)
29	-7	-1	3	-10	-1.9	-36	0.3	-4	-5	x	CN(C)c1ccc(/C=N/NC(=O)C(O)(c2ccccc2)c2ccccc2)o1
30	-17	-5	-5	-3	-2.1	10	1.6	11	-1	-6	CCCOc1ccc(-c2nnn(CC(=O)c3ccc4c(c3)OCCO4)n2)cc1
31	1	-1	-1	-19	-4.0	32	0.0	13	0	1	O=C(CSc1nnc2ccccn12)NCc1ccc2c(c1)OCO2
32	-3	-1	1	-6	-1.9	-20	-0.9	0	1	-3	O=C(CN1CCN(S(=O)(=O)c2ccc(Br)cc2)CC1)N/N=C/c1cc([N+](=O)[O-])ccc1Cl
33	-15	-2	3	-10	0.0	24	-0.5	-12	-1	-4	COc1ccccc1P(=O)(c1ccccc1)c1ccc([N+](=O)[O-])cc1 (stereo not given)
34	0	0	1	-13	-2.6	-33	2.2	-3	11	-6	COc1ccc2nc(NC(=O)c3ccco3)sc2c1
35	13	-4	2	-4	-5.3	-35	-0.1	-6	1	-6	C=CCn1c2ccccc2c2nnc(SCCCn3c(=O)[nH]c4ccccc43)nc21
36	-6	0	2	-6	-1.0	-1	0.7	-9	-1	3	COC(=O)C(C)Sc1ccc2nnc(CCNS(=O)(=O)c3ccccc3)n2n1 (stereo not given)
37	-1	-1	3	-6	-0.1	-10	0.5	1	0	-3	CCCC(C)c1nnc(NC(=O)c2cc(C(=O)OC)cc([N+](=O)[O-])c2)s1 (stereo not given)
38	-5	-4	-1	0	-0.7	-2	-0.5	0	10	x	C=CCn1c(SCC(=O)Nc2ccc(O)cc2)nc2sc(C)c(C)c2c1=O
39	6	-6	-1	-2	-2.0	14	6.5	10	-2	8	COCCNC(=O)c1cnn2c(C(F)F)cc(-c3ccccc3)nc12
40	-6	-7	0	-1	-2.8	17	-1.3	-7	-8	-3	Cc1cc(/C=N/n2cnnc2)c(C)n1-c1ccc(Cl)cc1Cl
41	-3	-8	4	-7	-1.4	-73	-0.8	-18	-2	-3	CCC(CO)Oc1cc(NC(=O)c2ccc(OC)cc2)c2ncn(C(C)C)c2c1 (stereo not given)
42	4	-3	1	1	0.8	8	-1.0	-2	0	-3	CN(C(=O)CSc1ncccn1)C1CCS(=O)(=O)C1 (stereo not given)
43	-35	-2	0	-3	0.8	-62	0.2	-5	0	-2	O=C(NCC1CCCO1)c1ccc2c(c1)N(Cc1ccc(F)cc1)CCS2 (stereo not given)
44	-1	-2	2	-1	9.9	10	-0.5	4	0	-3	Cc1nnc(C)c2c(C)n(-c3ccc4ncccc4c3)c(C)c12
45	-1	-2	0	0	-1.0	-7	0.9	-1	-2	-5	Cc1sc(NC(=S)NC(=O)C(C)(C)C)c(C(N)=O)c1C
46	11	3	2	-9	0.1	-29	0.0	-8	3	0	NC(=O)N/N=C/c1ccc(-c2ccc([N+](=O)[O-])cc2)o1
47	x	-3	2	-5	-2.8	12	0.4	-6	1	-1	Cc1noc(C)c1S(=O)(=O)N1CCCC(C(=O)NC2CCCCC2)C1 (stereo not given)
48	1	-5	0	-9	0.7	-24	-0.1	-9	-4	5	COc1ccc(NC(=O)C(=O)NCC(=O)Nc2cc(OC)ccc2OC)cc1
49	-3	-1	-1	3	-6.3	9	-1.2	-4	8	-5	Cc1ccc2c(c1)c1nnc(SCC(=O)NC3CC3)nc1n2C
50	3	2	-4	-4	-0.8	14	0.0	5	4	-5	CCC(C(=O)N/N=C(\C)c1cccnc1)c1ccccc1 (stereo not given)

# A few values from above:
# COc1ccc(NC(=O)C(=O)NCC(=O)Nc2cc(OC)ccc2OC)cc1 | PKA-R2B act: -9
# Cc1ccc2c(c1)c1nnc(SCC(=O)NC3CC3)nc1n2C | DAGLB inhibitor: -1

# New compounds follow.
no.	Rtt109 HAT inh	Keap1-Nrf2 PPI	DAGLB inhibitor	Cardiac RTF inh	CAL PDZ FP-1	SR-BI DiI-HDL act	LANA DNA inh	PKA-R2B act	RTF Ca sens act	CAL PDZ FP-2	SMILES
51	1	-4	1	-5	-1.1	-12	-2.0	1	6	-2	COc1ccc(Cc2nc3ccc(C(=O)NCCSC)cc3o2)cc1
52	7	1	0	-7	-0.1	2	-0.2	-3	2	x	CN(C(=O)c1ccccc1C(=O)OCC(=O)NCc1cccs1)C1CCCCC1
53	2	-7	-1	-1	-0.9	-5	-0.7	4	1	12	COc1ccc(S(=O)(=O)N2CCCOC2CNC(=O)C(=O)NCCc2ccco2)cc1C (stereo not given)
54	16	1	-3	-8	-2.2	21	0.8	1	-6	-1	COc1ccccc1NC(=O)C1CCCN(C(=O)NCc2ccccc2)C1 (stereo not given)
55	1	4	-5	1	-0.2	33	-1.5	0	-4	-3	N#CCCN(C(=O)Nc1ccccc1)C1CCCCC1
56	3	-2	1	-4	-2.1	12	-1.1	10	0	-5	O=C(c1cccc([N+](=O)[O-])c1)N1CCN(C/C=C/c2ccccc2)CC1

# Arranged by number of heavy atoms (low to high): some entries from above.
no.	Rtt109 HAT inh	Keap1-Nrf2 PPI	DAGLB inhibitor	Cardiac RTF inh	CAL PDZ FP-1	SR-BI DiI-HDL act	LANA DNA inh	PKA-R2B act	RTF Ca sens act	CAL PDZ FP-2	SMILES
40	-6	-7	0	-1	-2.8	17	-1.3	-7	-8	-3	Cc1cc(/C=N/n2cnnc2)c(C)n1-c1ccc(Cl)cc1Cl
56	3	-2	1	-4	-2.1	12	-1.1	10	0	-5	O=C(c1cccc([N+](=O)[O-])c1)N1CCN(C/C=C/c2ccccc2)CC1
54	16	1	-3	-8	-2.2	21	0.8	1	-6	-1	COc1ccccc1NC(=O)C1CCCN(C(=O)NCc2ccccc2)C1 (stereo not given)

# Source: PubChem
